Screening results from PubChem BioAssay.
M1 ag – activates human CHRM1 receptor. CHO-K1 hM1, Fluo-8 calcium fluorescence, agonist mode; 0% DMSO, 100% acetylcholine EC100. activation, % at 3 µM. AID 588814. actives 0.33% (n = 360,000). P11229;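 active = activation above the run's mean compound activation plus 3 SD, cut at about 16% in these data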;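 also: peak over basal fluorescence ratio within a 140 s kinetic read after compound addition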
Target sequence (P11229 whole entry, looked up): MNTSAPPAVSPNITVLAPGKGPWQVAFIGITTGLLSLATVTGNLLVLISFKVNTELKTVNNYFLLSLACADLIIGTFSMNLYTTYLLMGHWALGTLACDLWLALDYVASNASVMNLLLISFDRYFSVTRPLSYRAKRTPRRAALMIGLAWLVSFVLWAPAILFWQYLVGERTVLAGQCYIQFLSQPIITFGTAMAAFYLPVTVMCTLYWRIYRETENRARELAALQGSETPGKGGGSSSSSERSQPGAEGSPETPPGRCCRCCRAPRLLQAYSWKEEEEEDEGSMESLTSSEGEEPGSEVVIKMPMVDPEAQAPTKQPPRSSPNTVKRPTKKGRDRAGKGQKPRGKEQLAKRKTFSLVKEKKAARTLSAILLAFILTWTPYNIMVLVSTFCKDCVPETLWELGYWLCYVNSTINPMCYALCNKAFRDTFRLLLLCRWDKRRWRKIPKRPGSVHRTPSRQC
M1 PAM – positive allosteric modulators of human M1 muscarinic receptor. P11229. CHO-K1 hM1, Fluo-8 calcium fluorescence, ACh EC20; 0% = ACh EC20, 100% = maximal ACh. activation, % at 3 µM. actives 0.088% (n = 360,000); in the data active = activation above about 19%, passing the limit was not always enough
M1 antag – antagonists of human M1 muscarinic receptor. P11229. CHO-K1 hM1, Fluo-8 calcium fluorescence, ACh EC80 antagonist. inhibition, % at 3 µM. actives 1.3% (n = 360,000);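 active = percent inhibition above its own plate's cutoff, namely the mean of that plate's compound wells plus 3 SD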;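 also: peak over basal fluorescence ratio during 140 s after agonist addition; 0% = ACh EC80 plus DMSO and 100% = DMSO alone without agonist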
CHRM4 antagonist – blocks acetylcholine activation of human M4 receptor. CHO-hM4 cells, ACh EC80, Fluo-8 calcium fluorescence. inhibition, % at 3 µM. actives 0.73% (n = 360,000);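 active = inhibition above its plate's cutoff, the mean inhibition of sample wells plus 3 SD, cut at about 27% in these data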;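 also: 0% = acetylcholine EC80 with DMSO and 100% = DMSO without agonist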
CHRM4 agonist – agonists of human muscarinic M4 receptor (CHRM4); P08173; CHO-K1 hM4/Gqi5, Fluo-8 calcium fluorescence; vehicle 0%, full acetylcholine response 100%; activation, % at 3 µM; actives 0.14% (n = 360,000); AID 624127;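 active = activation above the run mean over all test wells plus 3 SD, cut at about 32% in these data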;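 also: peak over basal fluorescence ratio per well then scaled between controls; 0% = DMSO wells and 100% = acetylcholine at EC100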
CHO parental Ca – signal in parental CHO cells, OX1R antagonist counter-screen. parental CHO-K1, ATP-induced calcium, Fluo-8 fluorescence. inhibition, % at 5.6 µM. actives 0.63% (n = 330,000). AID 463079;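 active = inhibition above that plate's mean sample inhibition plus 3 SD, cut at about 26% in these data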;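 also: 0% = ATP-challenged DMSO wells and 100% = DMSO wells without ATP; some compounds past the cut are filed as inactive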
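Material: Parental CHO cells | Reagent: ATP | Compound dosing: Single nominal dose of 5.6 µM per compound | Detection: Intracellular calcium via Fluo-8 no-wash fluorescent dye | Read-out: % inhibition of ATP-induced calcium mobilization | Benchmarks: Low control ATP plus DMSO, high control DMSO only | Replicates: Singlicate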
OXTR potentiator – human OXTR potentiation | CHO-OTR cells, Fluo-8 calcium fluorescence, potentiator mode; 0% = oxytocin EC15, 100% = EC100 | activation, % at 3 µM | actives 0.061% (n = 320,000) | AID 2445;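 active = activation above that plate's cutoff, the mean activation of tested compounds plus 3 SD, cut at about 6.6% in these data, passing the limit was not always enough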;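 also: 100% uses oxytocin at 75 nM as the full agonist control; some results filed as inactive read as strong as hits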
Target sequence (P30559 whole entry, looked up): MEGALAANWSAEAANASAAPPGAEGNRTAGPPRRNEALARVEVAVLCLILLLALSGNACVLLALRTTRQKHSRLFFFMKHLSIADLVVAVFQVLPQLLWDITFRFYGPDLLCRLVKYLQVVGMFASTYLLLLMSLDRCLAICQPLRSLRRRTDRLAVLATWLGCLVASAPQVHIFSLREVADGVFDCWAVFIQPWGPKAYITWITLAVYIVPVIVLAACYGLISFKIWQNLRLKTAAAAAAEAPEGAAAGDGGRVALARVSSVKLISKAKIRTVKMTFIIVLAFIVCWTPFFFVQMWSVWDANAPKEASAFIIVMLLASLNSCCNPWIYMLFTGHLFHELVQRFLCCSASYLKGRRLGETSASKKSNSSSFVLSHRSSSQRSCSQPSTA
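System: human OTR in CHO cells / Also added: sub-maximal oxytocin, roughly EC15 / Control set: EC15 oxytocin low, 75 nM oxytocin high / Schedule: 6 min compound pre-incubation at room temperature, 100 s kinetic read / Compound: single-point 3.0 µM / Replication: singlicate / Technique: Fluo-8 calcium dye fluorescence / Read-out basis: % activation of max/min ratio relative to oxytocin controls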
M1 ag parental – counter-screen for M1 agonists: effect in parental CHO-K1 cells; Fluo-8 calcium fluorescence; scaled to maximal ATP response, vehicle zero; activation, % at 3 µM; actives 0.48% (n = 360,000); AID 602248; in the data active = activation above about 15%;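 also: untransfected CHO-K1 host cells lacking M1 receptor as counterscreen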
CHO-K1 Ca antag – M1 antagonist counterscreen hit in parental CHO-K1 cells; actives 0.6% (n = 360,000); inhibition, % at 3 µM; ATP-induced calcium, Fluo-8 fluorescence;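 active = inhibition above a per-plate cutoff, the plate's mean sample inhibition plus 3 SD, cut at about 24% in these data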;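 also: 0% = DMSO plus EC80 ATP and 100% = DMSO alone without ATP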
An asterisk follows results filed as active; . = no result given; & = joins results of further samples. Not a hit list; 2.9% or so of the library scored in one or more.

SMILES	M1 ag	M1 PAM	M1 antag	CHRM4 antagonist	CHRM4 agonist	CHO parental Ca	OXTR potentiator	M1 ag parental	CHO-K1 Ca antag
CCc1nc2c(OCc3ccc(F)cc3)cccn2c1N(C)C(=O)c1ccco1	-8	8	-16	7	-1	.	.	0.4	-5
Cc1ccc(S(=O)(=O)NNC(=O)C23CCC(CC2)C3)cc1	-7	4	-10	-10	2	.	.	0.8	-7
NS(=O)(=O)c1cccc(NC(=O)COC(=O)c2cc(-c3ccc(Cl)cc3)nc3ccccc23)c1	-1	-3	1	16	5	13	-11	0.7	1
Cc1ccsc1C(=O)NNC(=O)Nc1ccc(Cl)c(Cl)c1	0	4	-18	-3	2	9	-4	-0.3	29*
COc1cccc(-n2c(=O)[nH]cc(C(=O)Nc3ccc4c(c3)OCCO4)c2=O)c1	0	-5	19	1	3	-14	-3	0.0	-2
Cc1cc(C)cc(NC(=O)CSc2nc(=O)n(CCN3CCOCC3)c3c2CCCC3)c1	-2	-7	13	-7	1	-18	6	0.5	4
O=C(Nc1ccc2nc3n(c(=O)c2c1)CCCCC3)c1ccccc1Cl	-6	12	-23	-10	6	7	-6	1.8	1
CCn1cc(C(=O)O)c(=O)c2cc(Br)ccc21	-1	8	-7	-3	1	7	0	0.2	-3
CCCCN(C)Cc1c(C)[nH]c2ccc(Cl)cc2c1=O	-5	7	-14	4	3	-3	-3	0.9	-3
O=C(CN1CCCC1)N/N=C/c1ccc(-c2cccc(Cl)c2)o1	-3	10	-11	16	2	-19	-5	0.7	10
O=C(CCc1[nH]c2ccccc2c1Sc1ccccc1)N(CCO)CCO	5	6	-6	14	1	0	-4	0.2	-5
Cc1cccc(C)c1OCC(=O)Nc1cc(Cl)ccc1-n1cncn1	-2	5	-2	-3	3	-15	-3	-0.4	-1
O=S1(=O)CCOC[C@H](CC2CCCCC2)N1Cc1ccc(F)cc1	-7	1	7	-10	0	-20	0	-0.2	-4
Clc1ccccc1-c1cc(COc2ccc3ccccc3c2)no1	0	3	-3	1	0	-15	-5	0.0	21
Cc1nc2ncnn2c(C)c1CCC(=O)Nc1ccc(S(=O)(=O)N2CCCCCC2)cc1	-5	10	-10	9	-1	-3	3	0.0	-3

15 consecutive records from above:
SMILES	M1 ag	M1 PAM	M1 antag	CHRM4 antagonist	CHRM4 agonist	CHO parental Ca	OXTR potentiator	M1 ag parental	CHO-K1 Ca antag
CCc1nc2c(OCc3ccc(F)cc3)cccn2c1N(C)C(=O)c1ccco1	-8	8	-16	7	-1	.	.	0.4	-5
Cc1ccc(S(=O)(=O)NNC(=O)C23CCC(CC2)C3)cc1	-7	4	-10	-10	2	.	.	0.8	-7
NS(=O)(=O)c1cccc(NC(=O)COC(=O)c2cc(-c3ccc(Cl)cc3)nc3ccccc23)c1	-1	-3	1	16	5	13	-11	0.7	1
Cc1ccsc1C(=O)NNC(=O)Nc1ccc(Cl)c(Cl)c1	0	4	-18	-3	2	9	-4	-0.3	29*
COc1cccc(-n2c(=O)[nH]cc(C(=O)Nc3ccc4c(c3)OCCO4)c2=O)c1	0	-5	19	1	3	-14	-3	0.0	-2
Cc1cc(C)cc(NC(=O)CSc2nc(=O)n(CCN3CCOCC3)c3c2CCCC3)c1	-2	-7	13	-7	1	-18	6	0.5	4
O=C(Nc1ccc2nc3n(c(=O)c2c1)CCCCC3)c1ccccc1Cl	-6	12	-23	-10	6	7	-6	1.8	1
CCn1cc(C(=O)O)c(=O)c2cc(Br)ccc21	-1	8	-7	-3	1	7	0	0.2	-3
CCCCN(C)Cc1c(C)[nH]c2ccc(Cl)cc2c1=O	-5	7	-14	4	3	-3	-3	0.9	-3
O=C(CN1CCCC1)N/N=C/c1ccc(-c2cccc(Cl)c2)o1	-3	10	-11	16	2	-19	-5	0.7	10
O=C(CCc1[nH]c2ccccc2c1Sc1ccccc1)N(CCO)CCO	5	6	-6	14	1	0	-4	0.2	-5
Cc1cccc(C)c1OCC(=O)Nc1cc(Cl)ccc1-n1cncn1	-2	5	-2	-3	3	-15	-3	-0.4	-1
O=S1(=O)CCOC[C@H](CC2CCCCC2)N1Cc1ccc(F)cc1	-7	1	7	-10	0	-20	0	-0.2	-4
Clc1ccccc1-c1cc(COc2ccc3ccccc3c2)no1	0	3	-3	1	0	-15	-5	0.0	21
Cc1nc2ncnn2c(C)c1CCC(=O)Nc1ccc(S(=O)(=O)N2CCCCCC2)cc1	-5	10	-10	9	-1	-3	3	0.0	-3

Continuation.
SMILES	M1 ag	M1 PAM	M1 antag	CHRM4 antagonist	CHRM4 agonist	CHO parental Ca	OXTR potentiator	M1 ag parental	CHO-K1 Ca antag
COc1ccc(-n2c(=O)c3ccccc3n(CC(=O)NCC3CCCO3)c2=O)cc1 (stereo not given)	-4	11	-13	-17	1	-4	-2	0.8	-16
CCOC(=O)C(c1ccccc1)C(Nc1cc(C(F)(F)F)cc(C(F)(F)F)c1)c1ccccn1 (stereo not given)	-3	4	-10	0	1	-9	-12	0.9	-17
COc1ccc(-c2ccc3c(c2)C2CC3CCN2)cc1 (stereo not given)	-4	4	-8	-13	4	.	.	3.9	-11
Cc1c(Cl)cccc1NC(=O)Nc1ccccc1C(N)=O	-3	7	-6	-3	1	-5	1	0.2	-8
O=C(NNC(=O)c1ccco1)c1csc(N2CCOCC2)n1	-2	2	-2	1	-1	8	-3	-0.2	-1
O=C(c1cc2nc(-c3ccc(F)cc3)cc(C(F)(F)F)n2n1)N1CCCCC1c1cccnc1 (stereo not given)	-5	-9	23	11	12	42*	-6	9.3	12
O=C(NCc1ccco1)c1cnc2n(c1=O)CCS2	-4	4	-4	2	1	3	-3	0.2	-4
Nc1cc(N)nc(SCC(=O)Nc2ccc(Br)cc2Cl)n1	0	0	-7	-5	2	-13	-8	1.6	2
CCOc1ccc(NC(=O)C2CCCN(S(=O)(=O)c3ccc(-n4cnnn4)cc3)C2)cc1 (stereo not given)	-5	-1	-7	-8	1	3	4	0.1	-12
COC(=O)CN1C(=O)[C@@H]2[C@H](C1=O)[C@@H]1CC(C(=O)OC)=C[C@@H](C(=O)OC)[C@@H]3C1=C(C(=O)[C@@]3(C)NC(=O)c1ccccc1)[C@@H]2C	-8	5	-9	-1	1	-23	0	0.8	-7
CCN(Cc1ccccc1)S(=O)(=O)c1c(C)n(C)c(=O)n(C)c1=O	-1	11	-12	1	0	-7	1	0.5	-3
CC1CCN(c2nc(/C=C/c3ccccc3)nc3ccccc23)CC1	-4	-7	10	-6	8	-44	-12	4.2	2
O=C(c1cc(-c2ccc(Cl)s2)nc2ccccc12)N1CCCC1	-1	9	-7	1	3	-29	-6	1.1	-17
CN(C)S(=O)(=O)c1ccc(Cl)c(C(=O)NNC(=O)Cc2nc3ccccc3n2C)c1	0	2	1	3	0	-8	1	-0.4	0
CN(C)CCC(c1ccccc1)c1ccccn1 (stereo not given)	-7&-7&-7	-21&-12&-16	16&-9&6	14&11&5	1&5&1	-8&0	0&-5	0.4&0.8&0.2	4&13&0
CCOc1ccc(Br)cc1S(=O)(=O)NC1CC(C)(C)NC(C)(C)C1	-8	9	-13	-8	2	.	.	0.6	-13
COc1ccc(C(=O)Nc2ccnn2C2CCN(C(C)CSC)CC2)cc1 (stereo not given)	-5	8	-12	-9	1	-8	-8	1.9	-16
Cc1nn(C)cc1CN1CCC(CO)(CCOc2ccccc2)CC1	-6	17	-32	-1	1	-12	-17	0.3	-10
O=c1[nH]c(SCc2ccccc2)nc2c1sc1ccccc12	-6	5	-8	-9	1	-15	-3	0.5	-3
Cn1c(C(=O)O)cc2cc(F)ccc21	-4	7	4	-2	0	0	5	2.2	9
Cc1ccc(S(=O)(=O)N2CCN(C(=O)COC(=O)CNC(=O)c3ccc(Cl)cc3Cl)CC2)cc1	-4	11	-13	-19	1	-16	-2	0.2	-5
CCOC(=O)C1=C(COC(=O)CCCOc2ccccc2)NC(=O)NC1C (stereo not given)	-1	5	-7	-8	8	.	.	6.7	-5
O=C(CN1CCN(C(c2ccccc2)c2ccccc2)CC1)N1CCN(c2ccccc2)CC1	-10	-24	81*	16	-1	-22	1	0.0	1
C#CCNC(=O)C(C)c1ncc(C(F)(F)F)cc1Cl (stereo not given)	2	4	1	-5	1	-7	1	-0.1	0
N/C(=N\OC(=O)C(c1ccccc1)c1ccccc1)c1ccccn1	-5	0	-12	-7	-1	-20	0	0.6	-3
CCOc1ccccc1-c1nc(-c2ccc(C)nc2OC)no1	-5	4	-7	-2	-1	-25	-15	0.2	-20
Cc1ccc(C)c(NC(=S)NC2CC3CCCC(C2)N3CC(C)C)c1 (stereo not given)	1	-1	-3	-2	1	-9	-7	0.4	1
Cc1ccc(S(=O)(=O)N2CCC(=O)N(CCOC(=O)Nc3ccccc3C)CC2)cc1	-6	1	4	2	1	-32	-6	-0.5	0
Cc1ccc(NC(=S)N2CCN(C(=O)C3CCCO3)CC2)cc1 (stereo not given)	-6	8	-6	-2	0	-3	-2	0.6	-10
Cc1cc(F)ccc1NC(=O)Cn1c(C)csc1=O	-4	6	-11	2	3	-4	3	0.8	-9
COc1cc2c(cc1OC)C1=NC(=O)CN1C(SCc1ccccc1C)=N2	-7	7	-9	0	0	-22	3	1.1	-4
Cc1cc(NC(=O)CSc2nc3[nH]c(=O)cc(O)c3s2)ccc1Br	-4	4	-6	-3	0	.	.	1.6	-5
COc1ccc(C(=O)NC(=O)CSc2n[nH]c(N)n2)cc1	-2	6	-11	-10	0	-5	-7	0.0	-8
CN(C(=O)c1cccc([N+](=O)[O-])c1)c1ccccc1C(=O)NCc1ccccc1	1	4	0	-5	5	-17	-5	2.4	-7
Cc1ccc(C)c(NC(=O)NCc2ccccn2)c1	-3	13	-5	6	1	-8	-8	0.4	3
CCS(=O)(=O)CCSc1nc2c(cc1C#N)CCCC2	-9	-4	3	6	1	-16	-7	-0.1	-2
Cc1cccc(-n2c(=O)[nH]c3c(C(N)=O)nc(-c4ccccc4Cl)nc32)c1	3	19	-26	-12	-1	-8	-5	-0.2	-3
O=c1nc2onnc2c(C=NO)[nH]1	-1	3	-9	-12	1	.	.	0.4	-9
COc1ccccc1N1CCN(C2CCN(S(=O)(=O)c3ccc4ccccc4c3)CC2)CC1	-5	7	-15	-17	0	-33	0	-0.2	-12
Cc1ccc(CS/C(Nc2ccccc2C)=C(\C#N)C(=O)NCc2ccco2)c(C)c1	-4	1	-4	6	0	5	-5	1.1	-3
C/C(CC(=O)Nc1ccccn1)=N\NC(=O)c1ccc(C)cc1	-6	2	-3	8	-1	4	0	-0.1	7
